hgDAF-12 ag = hgDAF-12 agonism, primary luciferase screen; HEK293 GAL4-hgDAF12 UAS-luciferase reporter, agonist luminescence; normalized to butyrate control; activation, % at 6.8 µM; 370,000 tested, 1.8% active; AID 687014;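 active = activation above a cutoff set at the mean of all screened compounds plus 3 SD, cut at about 10% in these data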;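 note: 0% = DMSO wells and 100% = sodium butyrate wells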
FXN GAA850 act = activators of GAA850 frataxin (FXN) promoter; HEK293 lucGAA850 FXN promoter luciferase reporter, 24 h; percent of 10 µM SAHA response; activation, % at 6 µM; 360,000 tested, 0.56% active; AID 540364;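 active = activation above the average of all compounds screened plus 3 SD, cutoff fixed separately per campaign, cut at about 7.5% in these data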;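 note: 0% = DMSO wells and 100% = 10 µM SAHA wells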
ssDAF12 agonist = S. stercoralis DAF-12 activation, primary screen | HEK293 ssDAF-12/GRIP1 lit1-tk-luc reporter, luminescence; % of 3 µM dafachronic acid response | activation, % at 6.8 µM | 370,000 tested, 1% active;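 active = activation above the mean over all tested compounds plus 3 SD, cut at about 0.9% in these data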;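 note: 0% = DMSO-only wells and 100% = 3 µM delta7-dafachronic acid wells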
DAX1 inh-1 = inhibitors of DAX1 repression of SF-1 activated StAR promoter. HEK293T StAR-luciferase reporter, SF-1/DAX-1 repression relief. inhibition, % at 6.8 µM. 370,000 tested, 1.1% active. AID 652010;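 active = inhibition above the mean over all tested compounds plus 3 SD, cut at about 3.6% in these data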;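 note: 0% = DAX-1 cells with DMSO and 100% = cells lacking DAX-1 with DMSO; higher inhibition means more luminescence from relief of DAX-1 repression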
PLC-beta3 inh = blocks human PLC-beta3 enzyme activity; AID 720704; 370,000 tested, 0.18% active; inhibition, % at 12.2 µM; Purified PLC-beta3, fluorogenic substrate, fluorescence; Q01970; in the data active = inhibition above about 11%;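 note: 0% = median of compound wells on plate and 100% = full blocker control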
HGIII-sPLA2 inh = Inhibits HGIII-sPLA2 liposome hydrolysis, primary screen. Q9NZ20. 370,000 tested, 0.56% active. inhibition, % at 12.2 µM. AID 743126. QFRET BODIPY PC-A2 liposome hydrolysis, fluorescence;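 active = inhibition above mean plus 3 SD of compounds lying within the high and low control bounds, cut at about 19% in these data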;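 note: 0% = median of test compound wells and 100% = no enzyme DMSO wells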
Target sequence (Q9NZ20 whole entry, looked up): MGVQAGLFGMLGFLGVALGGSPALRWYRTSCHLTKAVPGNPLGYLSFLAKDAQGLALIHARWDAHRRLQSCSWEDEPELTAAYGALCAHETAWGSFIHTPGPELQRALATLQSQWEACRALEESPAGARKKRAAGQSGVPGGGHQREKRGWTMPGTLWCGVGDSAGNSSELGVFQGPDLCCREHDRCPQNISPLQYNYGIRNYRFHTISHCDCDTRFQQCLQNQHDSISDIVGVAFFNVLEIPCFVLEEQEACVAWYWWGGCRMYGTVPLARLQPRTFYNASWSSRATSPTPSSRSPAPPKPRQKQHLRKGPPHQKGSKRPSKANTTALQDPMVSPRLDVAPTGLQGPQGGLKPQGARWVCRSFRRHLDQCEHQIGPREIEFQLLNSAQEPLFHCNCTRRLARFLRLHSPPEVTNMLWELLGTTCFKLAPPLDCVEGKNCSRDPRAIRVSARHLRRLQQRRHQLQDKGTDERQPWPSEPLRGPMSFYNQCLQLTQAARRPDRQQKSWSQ
PG9 binder = PG9 antibody binding by small molecule | TR-FRET gp120-PG9 antibody binding | inhibition, % at 6.7 µM | 360,000 tested, 0.43% active; in the data active = inhibition above about 8.5%
NR1D1 modulator = Rev-erb alpha (human) modulation; P20393; Rev-erbα–FITC-DNA binding, fluorescence polarization, 90 min; activity, % at 10 µM; 370,000 tested, 0.79% active; AID 1259318;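 active = activity above about 14%, limit read from the data; passing the limit was not always enough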;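 note: 0% = DMSO wells with 35 nM protein and 100% = DMSO wells with 750 nM protein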
Target sequence (P20393 whole entry, looked up): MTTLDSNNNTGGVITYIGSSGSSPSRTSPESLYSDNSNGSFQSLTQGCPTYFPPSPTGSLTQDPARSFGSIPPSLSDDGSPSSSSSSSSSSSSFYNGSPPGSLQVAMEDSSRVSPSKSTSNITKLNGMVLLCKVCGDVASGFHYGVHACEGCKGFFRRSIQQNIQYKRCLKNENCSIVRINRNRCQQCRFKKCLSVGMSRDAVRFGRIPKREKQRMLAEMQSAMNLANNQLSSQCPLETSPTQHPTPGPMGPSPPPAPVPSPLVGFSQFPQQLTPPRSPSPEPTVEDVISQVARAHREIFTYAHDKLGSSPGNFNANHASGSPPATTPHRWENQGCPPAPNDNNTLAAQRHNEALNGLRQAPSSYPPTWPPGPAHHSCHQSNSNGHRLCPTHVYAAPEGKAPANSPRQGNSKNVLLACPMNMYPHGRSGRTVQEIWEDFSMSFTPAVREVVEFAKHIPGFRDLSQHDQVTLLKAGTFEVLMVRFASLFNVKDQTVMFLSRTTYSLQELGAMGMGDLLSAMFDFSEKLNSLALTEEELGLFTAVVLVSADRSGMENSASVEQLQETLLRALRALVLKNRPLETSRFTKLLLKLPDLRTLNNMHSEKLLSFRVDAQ
SMARCA2 act = increases SMARCA2 function in MMTV reporter cells; MG213 cells, MMTV-luciferase reporter, dexamethasone, overnight; activation, % at 9.1 µM; 370,000 tested, 1% active; in the data active = activation above about 7.8%;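 note: 0% = vehicle wells and 100% = reference activator wells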
hcDAF12 agonist = H. contortus DAF-12 activation, primary screen | activation, % at 6.8 µM | 370,000 tested, 1.4% active | HEK293 hcDAF-12 lit1-tk-luc reporter, luminescence; 0% DMSO, 100% Δ7-dafachronic acid | AID 652067;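 active = activation above the mean of all tested compounds plus 3 SD, cut at about 5.5% in these data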;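 note: 100% = response to 3 µM Δ7-dafachronic acid high control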
DAX1 inh-2 = inhibits human nuclear receptor DAX1; inhibition, % at 6.75 µM; AID 504766; HEK293 Gal4-DAX1 luciferase reporter, luminescence; 340,000 tested, 0.99% active;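 active = inhibition above the mean over all tested compounds plus 3 SD, cut at about 4.2% in these data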;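 note: 0% = DAX1-transfected cells with DMSO and 100% = empty-vector control cells with DMSO; inhibition shows as a rise in luminescence from relieved DAX1 repression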
* hit, by the source's call; i = inactive; · = no result given.

SMILES | hgDAF-12 ag | FXN GAA850 act | ssDAF12 agonist | DAX1 inh-1 | PLC-beta3 inh | HGIII-sPLA2 inh | PG9 binder | NR1D1 modulator | SMARCA2 act | hcDAF12 agonist | DAX1 inh-2
CS(=O)(=O)NC1c2cccc3cccc(c23)C1N1CCOCC1 (stereo unspecified) | 3.0 | 4.6 | -1.5 | -0.8 | 0.0 | 4.8 | -0.7 | 0.6 | -2.5 | 2.2 | -0.6
CCCn1c(NC(=O)c2ccc(Br)cc2)nc2ccccc21 | 2.7 | 4.0 | -0.7 | -0.2 | -4.2 | -0.5 | -1.0 | 31.7* | -1.5 | 5.3 | -0.9
O=[N+]([O-])c1ccc2nc(SCc3cn4cccnc4n3)[nH]c2c1 | 1.5 | 2.5 | -0.9 | -0.1 | -5.7 | 1.4 | 0.1 | -1.6 | -2.0 | 2.9 | 0.7
Cc1ccc(C(=O)NCCCNC(=O)COc2ccccc2Cl)cn1 | 1.6 | 0.3 | -0.8 | -0.2 | -2.5 | -2.2 | 2.5 | -8.2 | -0.4 | 0.5 | 0.1
COC(=O)CNC(c1ccccc1)c1cc(Br)ccc1N (stereo unspecified) | 1.2 | 0.0 | -1.5 | 0.3 | -4.8 | 8.1 | -1.5 | 2.4 | -1.0 | -2.1 | -0.5
CCOC(=O)c1c(NC(=O)CN2C(=O)NC3(CCCC3)C2=O)sc(C)c1CC | -1.2 | 2.0 | -1.3 | -0.9 | -3.6 | -3.1 | 1.9 | -4.4 | 1.1 | -1.1 | 1.1
NC(=O)CC(NC(=O)c1ccccc1)c1ccc(NCCc2ccc(Cl)cc2)c([N+](=O)[O-])c1 (stereo unspecified) | 2.6 | 2.1 | -0.6 | -0.4 | 2.1 | -1.9 | 1.1 | 0.4 | 1.7 | -1.8 | 1.3
COc1ccc(N(Cc2ccccc2)S(=O)(=O)c2ccc(C)cc2)cc1 | -2.3 | -1.1 | -1.2 | -0.2 | -1.6 | -0.5 | 1.1 | 2.3 | -1.3 | -0.8 | ·
COc1ccc2cc(-c3nc4ccccc4n3C)c(=O)oc2c1 | 16.1* | 5.6 | 0.1 | 4.1* | i | 11.7 | 5.4 | · | 4.1 | 6.8* | 3.0
Cc1cc(NC(=O)c2cc(-c3ccccn3)nc3ccc(Br)cc23)no1 | 0.5 | 0.3 | -0.5 | 0.3 | -2.6 | 2.8 | 20.9* | 18.2* | 1.0 | 2.8 | -0.2
CC(=O)N1CCc2cc(C(=O)CN3CCCCC3)ccc21 | 1.1 | 0.1 | -0.9 | 1.0 | -10.7 | 5.3 | 0.2 | 7.4 | 0.6 | -0.1 | 1.0
COc1ccc(NC(=O)CCNS(=O)(=O)c2ccc(C)c(C)c2)cc1OC | -2.3 | -1.3 | -0.8 | -0.5 | -5.1 | -12.9 | -1.8 | -0.8 | -0.8 | 1.8 | -1.3
NC(=O)CSc1nc(-c2ccccc2)c(-c2ccccc2)o1 | 0.1 | 2.6 | -0.9 | -0.7 | -9.6 | 18.6 | -2.3 | 4.1 | -2.6 | -1.5 | -0.6
CCCNC(=S)N1CCC(NC(=O)Nc2ccc(C)cc2)CC1 | 3.4 | -0.8 | -1.2 | 0.2 | 0.6 | 10.4 | -0.7 | 5.8 | 1.5 | 1.2 | 0.2
COc1ccc(-c2cc3cc(-c4cc(OC)c(OC)c(OC)c4)ccc3o2)cc1 | 1.5 | 2.9 | -0.3 | -0.3 | -1.9 | 5.5 | -1.0 | -1.4 | 0.4 | 0.8 | 0.0
S=C(Nc1ccc(Cl)cc1)N1CCCC1 | 4.0 | 3.5 | 0.3 | -0.1 | 2.0 | 1.5 | 2.4 | -3.3 | 0.1 | -0.7 | -0.5
COC(=O)[C@@]1(Cc2ccc(F)cc2)[C@H]2c3cc(C(=O)N4CCCC4)n(CCF)c3C[C@H]2CN1C(=O)c1ccccc1 | -1.9 | · | -1.3 | -0.5 | -9.0 | -6.8 | -1.1 | -2.6 | -1.7 | -1.1 | ·
O=C(Nn1cc(C(=O)N2CCN(c3ccccc3F)CC2)c2ccccc2c1=O)c1cnccn1 | 1.4 | -1.4 | -0.1 | 0.1 | 0.0 | 0.1 | -0.1 | 2.1 | -2.7 | -0.2 | 0.0
O=C(CCc1nnc2n(Cc3ccccc3)c(=O)c3ccccc3n12)NCCN1CCOCC1 | -0.8 | 0.2 | -0.4 | 1.1 | -3.4 | 10.5 | -5.4 | -4.6 | -3.0 | -1.9 | 0.5
CNC(=O)C1CC(=O)N(c2ccc(F)c(Cl)c2)C1 (stereo unspecified) | -0.6 | 3.1 | -1.4 | 0.8 | 1.6 | 4.0 | -1.0 | -5.6 | 0.1 | 0.7 | -0.1
COC(=O)/C(=N\Nc1ccc(Cl)cc1)Sc1nnc(-c2ccc(OC)cc2)n1C | -0.9 | 0.0 | -1.6 | 0.1 | 3.5 | 8.8 | 0.1 | -1.7 | -0.8 | 0.8 | -1.5
COC(=O)C1=C(C)N(C(C)C)C(=O)C1(NC(=O)C1CCCCC1)C(F)(F)F (stereo unspecified) | 1.1 | 0.1 | -1.8 | -0.4 | 3.1 | 4.2 | -0.7 | 1.2 | 4.0 | -2.0 | 2.0
CCOC(=O)C(Cc1ccccc1)C(=O)Nc1nccs1 (stereo unspecified) | -1.2 | 1.0 | -1.4 | -0.6 | 0.8 | -4.1 | 0.7 | -4.5 | -2.1 | 0.2 | 0.7
Cn1c(NC(=O)c2ccccc2F)cc(=O)n(C)c1=O | 1.1 | 0.2 | -1.3 | 1.1 | 4.8 | 2.4 | -0.7 | -1.8 | 0.7 | 2.0 | 0.5
COc1ccccc1NS(=O)(=O)c1cc(-c2cc(C)no2)ccc1OC | -3.6 | 0.6 | -1.2 | -2.4 | -3.5 | -9.2 | -1.6 | 0.7 | 1.8 | 1.1 | 0.0

Reprinted at random: two records from the list
SMILES | hgDAF-12 ag | FXN GAA850 act | ssDAF12 agonist | DAX1 inh-1 | PLC-beta3 inh | HGIII-sPLA2 inh | PG9 binder | NR1D1 modulator | SMARCA2 act | hcDAF12 agonist | DAX1 inh-2
O=C(Nn1cc(C(=O)N2CCN(c3ccccc3F)CC2)c2ccccc2c1=O)c1cnccn1 | 1.4 | -1.4 | -0.1 | 0.1 | 0.0 | 0.1 | -0.1 | 2.1 | -2.7 | -0.2 | 0.0
NC(=O)CSc1nc(-c2ccccc2)c(-c2ccccc2)o1 | 0.1 | 2.6 | -0.9 | -0.7 | -9.6 | 18.6 | -2.3 | 4.1 | -2.6 | -1.5 | -0.6

(further entries)
SMILES | hgDAF-12 ag | FXN GAA850 act | ssDAF12 agonist | DAX1 inh-1 | PLC-beta3 inh | HGIII-sPLA2 inh | PG9 binder | NR1D1 modulator | SMARCA2 act | hcDAF12 agonist | DAX1 inh-2
CCCN(c1ccc(C(C)C)cc1)S(=O)(=O)c1c(C)[nH]c(=O)[nH]c1=O | -3.2 | -0.4 | -0.8 | 0.1 | -0.2 | -4.8 | 0.8 | -0.9 | -3.4 | -2.4 | 0.2
Cc1ccc(CN2CCN(/N=C/c3cccnc3)CC2)c(C)c1 | -1.2 | 3.2 | -1.2 | -0.3 | -1.2 | 12.6 | -2.5 | 3.2 | -3.7 | -1.7 | 1.1
Cc1ccc(NC(=O)CCC(=O)NNC(=S)Nc2ccccc2)c(C)c1 | -0.6 | -2.0 | -1.2 | 0.3 | 0.1 | 12.7 | -0.8 | -0.1 | 2.0 | -0.6 | -0.1
COc1ccc(Cl)cc1NC(=O)CN1CCC(NC(=O)C2CC2)CC1 | -1.0 | -0.5 | -1.0 | -0.8 | -4.7 | -1.4 | -1.6 | -4.8 | 0.1 | -2.9 | -1.1
CC(C)Oc1ccc(/C=N/NC(N)=S)cc1 | 4.3 | 3.2 | -1.0 | -0.9 | 3.2 | 17.5 | -1.5 | 3.2 | 0.7 | 1.1 | -0.5
CCOc1ccc(-c2nnn(CC(=O)Nc3cccc(OC)c3)n2)cc1OCC | -0.1 | 1.4 | -1.9 | 0.4 | 1.7 | -27.3 | -0.3 | -3.5 | 0.3 | -1.9 | 0.9
Cc1cc(C)n(CCC(=O)N=Nc2c(O)[nH]c3ccc(Br)cc23)n1 | -1.9 | -0.7 | -0.8 | -0.3 | -4.4 | -10.0 | -3.8 | 1.9 | 1.5 | -1.0 | 1.2
CCCn1c(N)c(C(=O)CSc2nnc(Cc3cccs3)n2C2CC2)c(=O)n(C)c1=O | -4.3 | 1.4 | -2.0 | -1.0 | -3.6 | 4.1 | -0.5 | -7.8 | -1.4 | -1.8 | -0.3
O=C(Cn1c2c(c(=O)n3ncnc13)CCC2)N/N=C/c1ccc(Cl)cc1 | -1.2 | 0.1 | -1.5 | 0.0 | -10.6 | -3.6 | -1.9 | -2.3 | -1.1 | -0.5 | 0.6
COc1ccc(/C=C(\C#N)C(=O)Nc2ccc3[nH]c(=O)[nH]c3c2)cc1 | -0.4 | 0.4 | -0.3 | 0.2 | -32.6 | -3.8 | -0.6 | -0.2 | 0.2 | 0.8 | -0.9
C/C(=N\NC(=O)c1cccc2ccccc12)c1cccs1 | 0.6 | 5.7 | -0.4 | 1.3 | -31.3 | 7.3 | 0.4 | 6.0 | 2.4 | -0.8 | 1.1
CCn1cnc2c1c(=O)n(CC(=O)Nc1ccc3c(c1)OC(F)(F)O3)c(=O)n2Cc1ccccc1 | 1.3 | 1.6 | -1.3 | 0.2 | 2.7 | -12.3 | -1.3 | 2.0 | -2.1 | -2.1 | -0.5
Cc1nc(C)n(CC(O)COc2ccc3ccccc3c2)n1 (stereo unspecified) | -0.1 | -0.9 | -0.8 | 0.2 | 0.5 | 0.0 | 0.1 | -0.7 | -0.7 | -1.0 | -0.8
CC(C)CCNC(=O)C(c1ccco1)N(C(=O)Cn1nnc2ccccc21)c1ccc2c(c1)OCO2 (stereo unspecified) | -3.5 | -2.3 | -0.4 | 0.4 | 4.0 | -1.6 | -1.3 | 3.2 | 1.1 | 2.3 | -0.8
CC1(C(=O)NS(=O)(=O)Cc2cccc(Cl)c2)CCN1C(=O)C1CCCCC1 (stereo unspecified) | -0.6 | -0.7 | -0.8 | -0.5 | 4.6 | -11.4 | -1.7 | -3.9 | 1.9 | -1.2 | ·
O=C(Nc1cc(C(F)(F)F)ccc1N1CCCC1)c1cccnc1 | -0.3 | 6.0 | -0.8 | 0.2 | -4.2 | 1.7 | -1.4 | -0.9 | -1.3 | 3.1 | 2.4
COc1nc(Cc2ccc(Cl)cc2)nc2ccccc12 | 1.1 | 1.7 | -2.2 | -0.4 | 1.0 | -1.4 | -2.7 | -4.4 | -1.4 | -1.7 | -0.8
COCCn1c(SCC(=O)NC(=O)NCc2ccccc2)nc2ccccc2c1=O | -1.1 | 0.1 | -1.4 | -0.2 | -2.0 | 1.6 | -0.1 | 2.2 | -1.0 | -1.1 | -1.0
CCn1c(CNC(=O)C23CC4CC(CC(C4)C2)C3)nnc1SCC(=O)Nc1nnc(C)s1 | -2.0 | 0.8 | -0.8 | 0.2 | -1.0 | -2.8 | 1.4 | -2.4 | -0.7 | -1.9 | 3.0
COc1ccc(NC(=O)C2CCCN(c3nn4c(=O)cc(C)nc4s3)C2)c(OC)c1 (stereo unspecified) | -0.5 | 0.0 | -0.9 | 0.2 | 0.8 | 4.6 | -1.9 | 0.9 | 0.7 | -0.6 | 0.5
COc1ccc(C)cc1S(=O)(=O)Nc1cccc(C)c1 | 0.3 | -0.8 | -1.2 | 0.2 | 0.5 | 1.5 | -1.6 | 6.0 | -0.1 | 0.0 | 0.1
